Screening data as filed in PubChem BioAssay.
Mm-Cpn inhibitor: Inhibitors of TCP-1 ring complex (TRiC) of Methanococcus maripaludis (MmCpn): qHTS. Potency, µM (series often up to 76.9 µM), for inactives: at the highest dose activity, negative = inhibition, usual class: inhibitors. 0.031% of 330,000 active. AID 504842, 2011. purified Mm-Cpn ATPase, ADP Transcreener TR-FRET. Chaperonin Mm-Cpn (Methanococcus maripaludis); note: potency is the fitted concentration of half-maximal effect; % is set by controls: 0 for no effect and ±100 for the full control effect; nearly all actives have a fitted effect of over 80% in size
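Purified archaeal chaperonin (25 nM final) was preincubated with compound for 10 min at 37°C, then ATP (10 uM final) was added for 30 min at 37°C in Tris pH 7.4/KCl/MgCl2/DTT buffer. ADP was quantified by HTRF Transcreener TR-FRET.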
EPAC2 antagonist: qHTS for Antagonist of cAMP-regulated guanine nucleotide exchange factor 2 (EPAC2): primary screen. Rap guanine nucleotide exchange factor 4 (Homo sapiens), Q8WZA2. EPAC2 GEF exchange of Rap1B-BODIPY-GDP, fluorescence. Potency, µM (doses to about 114 µM), without a hit: at the top dose activity, negative = inhibition, most hits filed as inhibitors. 0.18% of 360,000 active. AID 720708, 2013; note: potency is the fitted concentration of half-maximal effect; % is set by controls: 0 for no effect and ±100 for the full control effect; nearly all actives have a fitted effect of over 45% in size; many of its hits are not listed in these tables
DRD3 antagonist: qHTS of D3 Dopamine Receptor Antagonist: qHTS; D3R cells, DiscoveRx beta-arrestin luminescence, antagonist mode; hits give low values; 2.5% of 360,000 active; D(3) dopamine receptor (Homo sapiens), P35462; max response, negative = inhibition, %; in the data active = max response below about -50%; inconclusive = no clear call, values can overlap the other calls; note: % is set by controls: 0 for no effect and ±100 for the full control effect; mostly tested at two doses, the higher about 12 µM
Target sequence (P35462 whole entry, looked up): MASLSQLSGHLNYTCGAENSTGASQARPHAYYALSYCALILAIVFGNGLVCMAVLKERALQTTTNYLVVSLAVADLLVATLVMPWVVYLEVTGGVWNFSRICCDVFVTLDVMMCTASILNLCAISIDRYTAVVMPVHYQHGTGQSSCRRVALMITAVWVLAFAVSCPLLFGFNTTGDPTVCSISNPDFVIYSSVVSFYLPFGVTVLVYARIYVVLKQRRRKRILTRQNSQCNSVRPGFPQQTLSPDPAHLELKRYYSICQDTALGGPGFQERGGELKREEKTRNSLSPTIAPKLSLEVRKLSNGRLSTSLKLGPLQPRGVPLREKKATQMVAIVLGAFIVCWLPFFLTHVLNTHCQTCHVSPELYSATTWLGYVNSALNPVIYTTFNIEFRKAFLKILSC
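Cells expressing the human receptor were seeded at 1500 cells/well, incubated overnight at 37 degrees C in 5% CO2, then exposed to library compounds with dopamine controls for 90 minutes at 37 degrees C before luminescent detection.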
EPAC2 ag: qHTS for Agonist of cAMP-regulated guanine nucleotide exchange factor 4 (EPAC2): primary screen; AID 720711, 2013; Potency, µM (doses to about 154 µM), without a hit: at the highest dose activation, usual class: activators; 0.079% of 360,000 active; Rap guanine nucleotide exchange factor 4 (Homo sapiens), Q8WZA2; EPAC2 activation, biochemical qHTS; response scale: 100% = 6.5 mM cAMP response; note: potency is the fitted concentration of half-maximal effect; nearly all actives have a fitted effect of over 50% in size
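Setup: EPAC2 100 nM, labeled Rap1B complex 250 nM, free GDP 50 uM. Compound titrations pinned in, brief spin, 5 min room temperature incubation. Kinetic fluorescence read over 30 min, normalized to 6.5 mM cAMP.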
PTHR1 agonist: qHTS for PTHR1 Agonists: Primary Screen | Parathyroid hormone/parathyroid hormone-related peptide receptor (Homo sapiens), Q03431 | HEK293 GP2 PTHR1 cells, GloSensor cAMP luminescence, 1 h | Potency, µM (top dose mostly 115 µM), for the others: top-dose activation, most hits filed as activators | 0.075% of 410,000 active; note: potency is the fitted concentration of half-maximal effect; nearly all actives have a fitted effect of over 55% in size; some results filed as inactive show a strong effect at the top dose; inactives centre near -15; many of its hits are not listed in these tables
Target sequence (Q03431 whole entry, looked up): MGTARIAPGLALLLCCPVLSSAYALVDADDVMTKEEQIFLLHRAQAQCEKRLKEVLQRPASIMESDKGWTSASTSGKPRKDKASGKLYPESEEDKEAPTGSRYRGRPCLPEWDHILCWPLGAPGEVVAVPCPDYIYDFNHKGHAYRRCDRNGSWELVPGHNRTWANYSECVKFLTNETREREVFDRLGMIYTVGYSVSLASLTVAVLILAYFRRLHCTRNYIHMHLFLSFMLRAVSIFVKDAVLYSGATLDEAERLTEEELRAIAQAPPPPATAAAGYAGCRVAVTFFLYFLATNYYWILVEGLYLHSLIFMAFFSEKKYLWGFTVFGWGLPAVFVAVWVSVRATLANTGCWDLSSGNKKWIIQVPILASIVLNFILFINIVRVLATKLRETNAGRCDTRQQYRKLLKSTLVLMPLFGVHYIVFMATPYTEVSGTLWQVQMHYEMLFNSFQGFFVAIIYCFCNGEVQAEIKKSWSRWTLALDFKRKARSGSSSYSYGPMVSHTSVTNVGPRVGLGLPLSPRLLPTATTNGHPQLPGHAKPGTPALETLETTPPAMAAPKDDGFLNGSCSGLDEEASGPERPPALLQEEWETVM
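HEK-293-derived GP2 cells expressing PTHR1 and a GloSensor cAMP reporter, 3,000/well, plated overnight, given luciferin plus IBMX (each 0.5 mM as added) for 1 h at 37 °C, then compound for 1 h at 37 °C. Luminescence was read after 15 min at room temperature.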
Akt phos inh: HTS Assay for Inhibitors of Akt Phophorylation: Primary Screen | Neuro2A IGF-stimulated pAkt S473 HTRF, 20 min; hits give low values | 0.32% of 360,000 active | AID 651550, 2012 | activity change, % for hits at 50 µM; in the data active = activity change below about -80%; inconclusive = mostly about -51% to -80%; note: % is set by controls: 0 for no effect and ±100 for the full control effect
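Neuro2A cells in DMEM with 0.5% FBS, overnight at 37 deg C, given compound at single 50 µM final, then IGF (6 nM final) for 20 min at 37 deg C. Lysed; phospho-Akt Ser473 by HTRF after 24 h, 665/615 ratio.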
D3 ag: qHTS of D3 Dopamine Receptor Agonist: qHTS; D3R DiscoveRx beta-arrestin cells, luminescence, 90 min; max activation, %; 0.58% of 410,000 active; AID 652048, 2013; in the data active = max activation above about 30%; note: 0% is about no effect; mostly tested at two doses, the higher about 12 µM
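Agonist mode: compounds and dopamine controls were applied to plated cells for 90 min at 37 degrees C after an overnight attachment at 1500 cells/well. Luminescent read-out followed 30 - 60 minutes at room temperature with DiscoveRx detection reagent.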
CCT modulator: High-Throughput Screening for Modulators of Cytosolic Chaperonin Activity | 0.3% of 360,000 active | AID 651819, 2012 | activity change, % (test concentration not listed), hits read low | purified chaperonin ATPase assay, HTRF ADP detection, 30 min; in the data active = activity change below about -30%; note: % is set by controls: 0 for no effect and ±100 for the full control effect
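Enzyme 40 or 20 nM (batch-dependent) in Tris pH 7.4/KCl/MgCl2/DTT; cpd 76 uM single point; ATP 10 uM; 30 min 37 °C; Transcreener ADP HTRF detection, 30 min RT; ratio 665/615.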
The depositor's hits bear a star; i = inactive; ? = inconclusive; / = not tested or not shown; & = joins results of further samples; [ ] = remark or other dose. Unless noted, calls come from the whole dose curve; as a rule, active = well fitted curve in the direction sought with a large enough effect; inconclusive = small, poorly fitted or top-dose-only effect, or another doubt; inactive = no such curve, though single readings can be large; an effect the other way counts as inactive or inconclusive. The list is partial; rates above refer to the full screens.

Order of values – PTHR1 agonist | Mm-Cpn inhibitor | D3 ag | CCT modulator | EPAC2 antagonist | Akt phos inh | DRD3 antagonist | EPAC2 ag
1: CCn1cc(C(=O)N[C@H](C(=O)NCCCO)C(C)C)c(=O)c2cc3c(cc21)OCO3
  i | -2% | 5 | 0.9 | 1% | i | 10 | 6%
2: Cc1ccc(C(=O)NCCCc2ccccc2)c(Cl)c1
  -16% | 0% | 9 | -2.8 | -11% | i | 12 | 5%
3: CC1=Nn2c(nnc2-c2ccccc2)SC1
  i | 1% | -6 | -2.5 | 7% | i | -12 | 6%
4: CCOC(=O)C(C(=O)OCC)c1cc(Br)c2noc3c2c1C(=O)c1ccccc1-3
  -64%[inhibitor][57.5 µM] | 1% | -19 | -3.3 | 11% | i | -102* | 2%
5: CC(C)(Oc1ccc(Cl)cc1)C(=O)OCC(=O)N1CCCC1
  i | -2% | -4 | -1.9 | 9% | / | 3 | -86%[15.6 µM]
6: Cc1onc(-c2c(Cl)cccc2Cl)c1C(=O)N1CCOCC1
  14% | -2% | -3 | -1.2 | -23% | i | 5 | 7%
7: CCCN1C/C(=C/c2ccc3c(c2)OCO3)C(=O)/C(=C/c2ccc3c(c2)OCO3)C1
  -50%[inhibitor] | 1% | -9 | 0.6 | -12% | i | -8 | 4%
8: O=C(Nc1cccc(Cl)c1N1CCCC1)c1ccco1
  -22% | 0% | 2 | -1.3 | ? | i | 14 | 9%
9: CCOC(=O)C1CCN(S(=O)(=O)c2ccc3[nH]c(=O)c(=O)[nH]c3c2)CC1
  i | -1% | 4 | -1.6 | 8% | i | 12 | 9%
10: O=C(N=C1SC2CS(=O)(=O)CC2N1c1cccc(Cl)c1Cl)C1CC1 (stereo not drawn)
  -54%[inhibitor] | 1% | 1 | -0.1 | -11% | i | 3 | 0%
11: CCCN1C2CCCC1CC(NC(=O)c1ccc(Br)cc1)C2 (stereo not drawn)
  i | -5% | -4 | -0.1 | 11% | i | 16 | 4%
12: Cc1ccc(Nc2c([N+](=O)[O-])c(=O)n(C)c3ccccc23)cc1
  -13% | 0% | 1 | -3.2 | -3% | i | -8 | 4%
13: CC(=O)c1ccc(NC(=O)COC(=O)c2ccc(F)cc2F)cc1
  -25% | 2% | 5 | -2.5 | -8% | i | 4 | 15%
14: CCN(CC)C(=O)Cn1cc(S(=O)(=O)CC(=O)Nc2ccc(OC)c(OC)c2)c2ccccc21
  -24% | 0% | 1 | -0.4 | 6% | i | -11 | 6%
15: O=C(COC(=O)c1ccccc1OC(F)F)Nc1ccc2[nH]c(=O)[nH]c2c1
  -15% | -2% | -5 | -2.1 | 1% | i | -5 | -2%
16: Nc1cccc(-c2nc3ccccc3s2)c1
  -44%[inhibitor] | -3% | 0 | 2.8 | 5% | i | 15 | -10%
17: CCc1ccc(NC(=O)CN(c2cc(C)cc(C)c2)S(=O)(=O)c2c(C)[nH]c(=O)[nH]c2=O)cc1
  -35%&-5%[inhibitor] | 1% | -9&3 | -0.2 | -12% | i | -6 | 8%
18: Cc1c(NS(=O)(=O)c2cc(C(=O)NCc3cccnc3)cc(Cl)c2Cl)c(=O)n(-c2ccccc2)n1C
  i | 0% | 5 | -1.9 | 8% | i | 13 | -6%
19: NC(=O)CC(NC(=O)c1ccccc1)c1ccc(N2CCC(Br)CC2)c([N+](=O)[O-])c1 (stereo not drawn)
  -31%[inhibitor] | -1% | 13 | 1.4 | 2% | i | 0 | -8%
20: Nc1nc(CSc2ncn[nH]2)nc(Nc2ccc(F)cc2)n1
  i | 4% | 14 | -0.5 | 0% | i | -9 | 2%
21: O=C(c1ccco1)N(CCO)Cc1cc2cc3c(cc2[nH]c1=O)OCO3
  i | 0% | 14 | -0.6 | 3% | i | 8 | 8%
22: CC(=O)c1[nH]c(C)c(C(=O)N2CCCC(Nc3cccc(F)c3)C2)c1C (stereo not drawn)
  i | -1% | 6 | -1.1 | 3% | i | 6 | -3%
23: Cc1cccc(OCCNc2ncccc2[N+](=O)[O-])c1
  -30% | / | -8 | 2.0 | -11% | i | 43 | -2%
24: Cn1ncc(Cl)c1C(=O)Nc1ccc(Cl)cn1
  -2% | 0% | -8 | -0.3 | -2% | i | -20 | 1%
25: Cc1ccc(NC2Nc3cc(C)nn3S2)c(C)c1 (stereo not drawn)
  i | -9% | -1 | -0.8 | -2% | i | 2 | 1%
26: COc1ccc(N2CCN(C(=O)c3ccc4c(=O)n(Cc5ccc6c(c5)OCO6)c(=O)[nH]c4c3)CC2)cc1
  5% | -1% | 2 | 1.2 | 11% | i | -5 | 8%
27: COc1ccccc1C(=O)Nc1cc2cc(Cl)ccc2oc1=O
  -10% | 0% | 2 | -0.3 | -4% | i | 1 | -1%
28: C=CCOc1nc2sc(C)c(C)c2c(=O)n1-c1ccccc1
  i | 0% | 3 | -2.2 | 1% | i | 1 | -8%
29: O=C(NCc1ccco1)c1cnn2c(C(F)(F)F)cc(-c3ccco3)nc12
  -34%[inhibitor][57.5 µM] | 1% | -1 | -6.5 | 2% | i | 6 | -29%
30: Cc1nn(CC(=O)Nc2cccc(S(N)(=O)=O)c2)c(C)c1[N+](=O)[O-]
  25% | 0% | -2 | -0.6 | -6% | i | 6 | -3%
31: CN(C)CCCNC1=CC(=O)CC(c2ccccc2)C1 (stereo not drawn)
  i | 2% | -13 | -1.2 | 1% | i | -28 | 12%
32: O=C(N/C(=C/c1ccco1)C(=O)N1CCOCC1)c1ccc([N+](=O)[O-])cc1
  -9% | -9% | 4 | 0.4 | 6% | i | 3 | 11%
33: O=C(Cc1c(O)c2ccccc2[nH]c1=O)NC1CCCCCCC1
  -26%[57.5 µM] | 0% | 1 | 0.5 | -9% | i | 10 | -1%
34: Cc1cc(C(=O)NC2CC(C)(C)Cc3c2cnn3-c2ccc(F)cc2)no1 (stereo not drawn)
  i | -1% | 3 | 0.6 | -11% | i | 15 | 0%
35: Cc1ccc(OCc2nnc(SCC(=O)O)n2-c2ccccc2)cc1
  -6% | / | 0 | 0.3 | 3% | i | -11 | 8%
36: O=C(C[n+]1ccccc1)NNc1ccccc1
  i | -1% | -14 | -1.4 | -5% | i | 0 | 7%
37: CC(C)(C)C(=O)NC1CC2CCCC(C1)N2C(=O)Nc1ccccc1F (stereo not drawn)
  -25% | -1% | 7 | -5.2 | 8% | i | -4 | 1%
38: COc1ccc(CNC(=O)CCn2nc(C)c3c(C)n(-c4ccccc4)nc3c2=O)c(OC)c1
  i | 2% | -10&5 | -6.7 | -11% | i | -11 | 4%
39: CCOc1ccccc1CNS(=O)(=O)c1cc(-c2cc(C)no2)ccc1OC
  i | -2% | -6 | -1.0 | -24% | i | -16 | 11%
40: COc1cc(/C=C2/SC(=S)N(CC(=O)Nc3cccnc3)C2=O)cc(OC)c1OC
  -37%[inhibitor] | -2% | -9 | 0.7 | 3% | i | -28 | 9%
41: COc1cccc(/C=N/Nc2nc(N3CCCC3)nc(N3CCCC3)n2)c1O
  -3%[57.5 µM] | -1% | 24 | -1.8 | -1% | i | 37 | 25%
42: CC(C)(C)N(Cc1ccccc1)C(=O)COC(=O)c1ccc2ccccc2n1
  -8% | -1% | -9 | 0.6 | 17% | i | -2 | 1%
43: CCc1c(C)[nH]n(-c2nc(-c3ccccc3)cs2)c1=O
  i | -2% | 4 | -4.1 | -1% | i | -24 | 5%
44: COC(=O)c1ccc(NC(=O)C23CCC(C)(C(=O)O2)C3(C)C)cc1 (stereo not drawn)
  i | 0% | 2 | 0.5 | 4% | i | 11 | 1%
45: Cc1ccc(C2/C(=C(\O)c3ccc4c(c3)OCCO4)C(=O)C(=O)N2CC2CCCO2)cc1 (stereo not drawn)
  -17% | -2% | -3 | -0.8 | -2% | i | -3 | -3%
46: CC(C)n1c(SCC(=O)Nc2nc3ccccc3s2)nc2c1c(=O)n(C)c(=O)n2C
  -10% | / | 2 | 0.5 | 1% | i | 8 | 5%
47: Cc1cccc(C)c1NC(=S)N(Cc1ccco1)C1CCN(C(C)C)CC1
  i | -3% | 2 | -3.2 | 7% | i | -4 | 6%
48: COc1ccc(CC(=O)NNC(=S)Nc2ccccc2)cc1Cl
  -16% | 0% | 5 | -1.2 | 4% | i | -8 | -5%
49: CCn1c(COc2ccc(Cl)cc2)nnc1SCC(=O)Nc1ccc2c(c1)OCCO2
  -16%[57.5 µM] | -1% | 1 | 2.8 | 10% | i | 12 | -4%
50: Cc1c(Nc2ncccc2C(=O)O)cccc1C(F)(F)F
  -23% | -1% | 19&4 | -0.5 | 6% | i | 51 | -5%
51: CCN(C(=O)Nc1cccc2ccccc12)c1ccccc1
  i | / | -9 | 1.1 | 7% | i | -20 | 4%
52: CCOc1ccc(NC(=S)N(Cc2ccc(N(C)C)cc2)Cc2ccco2)cc1
  -22% | 1% | 6 | 1.0 | -8% | i | 11 | 2%
53: CC1=C(C(=O)N(C(C)C)C(C)C)CC(CC(=O)NCCc2ccccn2)C(=O)N1CCC1=CCCCC1 (stereo not drawn)
  13% | / | -1 | 0.2 | 3% | i | 14 | -4%
54: O=C(CSc1nnc(SCC(=O)NCc2ccc3c(c2)OCO3)s1)NCc1ccc2c(c1)OCO2
  i | -2% | 27 | 1.8 | 7% | i | 14 | -1%
55: CCCNC(=O)c1ccccc1NC(=O)c1ccc(CSc2ccccc2)cc1
  i | 0% | -2 | -0.5 | -2% | i | 21 | 11%
56: O=C(NCc1ccco1)c1nc2c(nnn2Cc2ccccc2Cl)c(=O)[nH]1
  -20%[57.5 µM] | 0% | 13 | 1.6 | 7% | i | 27 | -2%
